SR-BI uptake up = enhances SR-BI lipid uptake from DiI-HDL. CHO ldlA[mSR-BI] cells, DiI-HDL uptake fluorescence, 3 h; 100 = double the neutral-control signal. activation, % at 12.5 µM. AID 504775. 0.096% of 320,000 active;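 active means mean replicate activation of at least 60% and every replicate at or above 60%; inconclusive means mean or all-replicate condition met, but not both; inactive means mean below 60% and not all replicates reaching 60%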;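 further: 0% = median plate neutral-control signal and 100% = twice that signal; values of inactives mirror those of a sister screen read the other way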
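Material: SR-BI-overexpressing, LDLR-lacking CHO cells; schedule: compound exposure 3 h, 37 °C; reagent: DiI-labelled HDL at 10 µg/mL final; technique: bottom-read fluorescence, 550/595 nm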
NSD2 HMT inh = blocks human histone methyltransferase NSD2; O96028; NSD2 peptide methylation, AlphaScreen, 120 min; inhibition, % at 12.5 µM; 0.54% of 310,000 active; in the data active means inhibition above about 50%
PvdQ inh = P. aeruginosa PvdQ acylase inhibition; purified PvdQ acylase, fluorescence plate reader; inhibition, % at 10 µM; 0.063% of 340,000 active; AID 488965; in the data active means inhibition above about 30%, passing the limit was not always enough; inconclusive means no clear call, values can overlap the other calls;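 further: 0% = vehicle neutral wells and 100% = reference inhibitor wells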
CAL PDZ FP-1 = inhibitors of human CAL PDZ peptide binding; Q9HD26; purified CAL PDZ, TMR-peptide fluorescence polarization, 1 h; inhibition, % at 24.9 µM; 0.92% of 300,000 active; AID 602252;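 active means mean inhibition of at least 30% with at least half of replicates also reaching 30%; inconclusive means no clear call, values can overlap the other calls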;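 further: 0% = DMSO neutral control and 100% = excess unlabeled competitor peptide PRC23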
dFosB activator = mouse delta FosB homodimer activation; P13346; purified delta FosB, TAMRA-CDK5 oligo fluorescence polarization; percent of positive-control signal above neutral wells; activation, % at 25 µM; 0.99% of 340,000 active;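 active means mean activation above about 17%, with every replicate also reaching it, limit read from the data, passing the limit was not always enough; inconclusive means only one of the two conditions met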;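 further: fluorescence polarization rise as delta FosB binds a TAMRA Cdk5 AP-1 oligo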
Target sequence (P13346 whole entry, looked up): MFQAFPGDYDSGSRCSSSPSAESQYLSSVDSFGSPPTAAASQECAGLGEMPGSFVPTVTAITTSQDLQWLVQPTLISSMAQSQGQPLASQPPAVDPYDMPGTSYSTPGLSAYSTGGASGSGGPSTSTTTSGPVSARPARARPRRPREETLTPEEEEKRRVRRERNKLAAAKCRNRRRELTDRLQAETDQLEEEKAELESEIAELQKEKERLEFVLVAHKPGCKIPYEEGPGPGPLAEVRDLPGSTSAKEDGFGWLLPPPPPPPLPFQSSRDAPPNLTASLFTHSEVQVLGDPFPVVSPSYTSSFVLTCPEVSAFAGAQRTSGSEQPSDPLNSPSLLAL
PfHsp90 yeast 2 = inhibits growth of yeast expressing Plasmodium falciparum Hsp90; S. cerevisiae expressing PfHsp90, BacTiter-Glo ATP, 48 h; yeast lacking PDR1 and PDR3 efflux regulators; inhibition, % at 9.4 µM; 0.32% of 310,000 active; AID 504621;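 active means every replicate shows inhibition above about 80%, whatever the replicate mean, limit read from the data; inconclusive means mean inhibition reaches the set limit but some replicate falls short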;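 further: 0% = DMSO neutral controls and 100% = 20 µM radicicol positive controls; yeast relying on Plasmodium falciparum Hsp90 in place of its own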
CAL PDZ FP-2 = blocks peptide binding to human CAL PDZ domain; purified CAL PDZ, TMR-peptide fluorescence polarization, 1 h; AID 504414; Q9HD26; 0.02% of 330,000 active; inhibition, % at 20 µM;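 active means highest replicate inhibition of at least 40%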;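 further: plate controls were DMSO neutral control wells for no effect and unlabeled competitor peptide control wells for full effect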
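Material: tagged CAL PDZ domain; buffer or medium: 25 mM sodium phosphate pH 7.4, 150 mM NaCl, TCEP, IgG, Thesit; compound dosing: single point, 20 µM; schedule: 1 h incubation at room temperature before polarization reading; measured by: FP readout, S and P plane fluorescence; read-out basis: percent inhibition from loss of millipolarization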
Rtt109 HAT inh = blocks Candida albicans Rtt109/Vps75 acetyltransferase activity | purified Rtt109/Vps75, ThioGlo CoA-SH fluorescence, 4 h | 0.16% of 330,000 active | inhibition, % at 34.9 µM | Q5AAJ8;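 active means inhibition of at least 50% in every replicate; inconclusive means best replicate reaches 50% inhibition but some replicates fall short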
Target sequence (Q5AAJ8 whole entry, looked up): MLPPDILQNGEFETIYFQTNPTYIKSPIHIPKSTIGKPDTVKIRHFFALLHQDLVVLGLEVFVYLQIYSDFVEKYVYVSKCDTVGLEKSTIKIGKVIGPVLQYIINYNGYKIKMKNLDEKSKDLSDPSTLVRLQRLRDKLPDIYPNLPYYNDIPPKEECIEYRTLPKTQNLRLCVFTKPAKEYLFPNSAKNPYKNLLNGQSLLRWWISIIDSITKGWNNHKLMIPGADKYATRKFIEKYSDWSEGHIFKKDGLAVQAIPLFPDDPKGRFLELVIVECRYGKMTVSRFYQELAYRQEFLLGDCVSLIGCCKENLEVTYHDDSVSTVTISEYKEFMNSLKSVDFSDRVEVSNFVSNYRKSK
MITF TRPM1 HTS = MITF TRPM1 promoter activation in melanoma cells. activation, % at 12.5 µM. SK-MEL-5 TRPM1-promoter luciferase, 24 h; % of positive control, neutral wells = 0. 0.75% of 300,000 active;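 active means mean activation of at least 80% with every replicate also reaching 80%; inconclusive means mean reaches 80% but some replicate falls short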;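 further: 0% = neutral control wells and 100% = parthenolide positive control wells; values of inactives mirror those of a sister screen read the other way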
SR-BI DiI inh = inhibitors of mouse SR-BI mediated HDL lipid uptake. AID 488896. 0.96% of 320,000 active. ldlA[mSR-BI] CHO cells, DiI-HDL uptake fluorescence, 3 h. Q61009. inhibition, % at 12.5 µM;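 active means mean replicate inhibition of at least 70% and a set share of replicates each scoring 70 or more; inconclusive means meets just one of the two criteria; inactive means fails both criteria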;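 further: 0% = median of neutral control wells and 100% = median of positive control wells; values of inactives mirror those of a sister screen read the other way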
* marks the source's active call; other numbers are inactive results; ? = inconclusive; . = no result given.

1	COc1ccc(S(=O)(=O)Nc2ccc(S(=O)(=O)Nc3ccc(F)cc3)cc2)cc1C
2	COc1ccc(C(=O)NCc2ccc(S(N)(=O)=O)cc2)cc1[N+](=O)[O-]
3	CC(C)N(C(=O)CSc1nnc(Cn2nnc3ccccc32)n1C)C(C)C
4	Cc1ccc2c(c1)N(C(=O)CCC(=O)NCCCN1CCN(C)CC1)CCO2
5	O=C(NCCN1CCC(Cc2ccccc2)CC1)C1CCN(S(=O)(=O)N2CCC3(CC2)OCCO3)CC1
6	O=C(c1ccc(Cl)cc1)c1cn[nH]c1-c1ccccc1O
7	C=CCNC(=O)C1CC2Cn3c(nc4ccccc43)C2N1C (stereo unspecified)
8	CCOc1cc(Br)c(CN2C(=O)NC3(CCCCCC3)C2=O)cc1OCC

assay / entry	1	2	3	4	5	6	7	8
PvdQ inh	-14	-5	-19	-12	6	-37	0	-12
dFosB activator	-11	2	2	-7	-4	-4	5	-18
Rtt109 HAT inh	2	.	2	-2	10	-4	-1	2
PfHsp90 yeast 2	0	-15	8	-17	-10	.	-4	2
CAL PDZ FP-1	-3	-5	-2	.	-1	0	0	-3
MITF TRPM1 HTS	-6	-10	4	5	7	.	4	-12
SR-BI DiI inh	-24	1	-18	-2	-19	8	-22	6
NSD2 HMT inh	-2	1	-2	.	-2	3	.	-3
SR-BI uptake up	24	-1	18	2	19	-8	22	-6
CAL PDZ FP-2	-1.5	-0.9	-0.3	-4.3	-3.5	-1.7	-1.1	-1.5

9	COc1cc(SC)ccc1C(=O)OC(C)C(=O)NC1CCCC1 (stereo unspecified)
10	Cc1ccnc2nc(C(=O)OCC(=O)c3ccccc3)nn12
11	CC1CC(=O)Nc2ccccc2N1C(=O)CN1CCN(c2ccccc2)CC1 (stereo unspecified)
12	Cc1cc(=O)oc2cc(OCC(=O)OCC(=O)NC(C)C)ccc12
13	COc1nc(Oc2ccc(=O)[nH]n2)nc(N2CCOCC2)n1
14	CCCCC(CC)CNC(=O)c1cccs1 (stereo unspecified)
15	C1=C(CCNC2=NCCCCC2)CCCC1
16	Cc1ccccc1S(=O)(=O)c1c(C)cc(C)n(CC(C)C)c1=O

assay / entry	9	10	11	12	13	14	15	16
PvdQ inh	-1	-15	-16	-19	-8	21	11	5
dFosB activator	-8	-11	0	-7	0	3	-3	-6
Rtt109 HAT inh	2	-3	-12	3	0	0	5	-5
PfHsp90 yeast 2	5	-10	10	-10	.	-16	9	-21
CAL PDZ FP-1	-7	13	-1	1	-1	1	.	-4
MITF TRPM1 HTS	6	8	-2	-6	-2	4	.	-11
SR-BI DiI inh	37	-14	-14	4	-21	-13	17	.
NSD2 HMT inh	-1	0	-2	2	.	-3	1	-2
SR-BI uptake up	-37	14	14	-4	21	13	-17	.
CAL PDZ FP-2	-2.7	0.2	-2.1	0.8	-1.5	-0.8	-0.2	-1.8

17	CC(NC(=O)c1ccco1)c1nc(-c2ccc(Cl)cc2)no1 (stereo unspecified)
18	CC(=O)N/C(=C\c1ccccc1)C(=O)OC/C=C/c1ccccc1
19	C=CCOC(=O)CC(NC(=O)c1ccccc1)c1ccccc1 (stereo unspecified)
20	CCOCC(=O)Nc1ccccc1C(=O)O
21	Cc1nc2sc3c(c2c(=O)n1/N=C/c1ccco1)CCCC3
22	CCOc1ccccc1C(=O)Oc1ccc2ccc(=O)oc2c1
23	COC(=O)c1c(NC(C)=O)sc(C(=O)Nc2ccccc2F)c1C
24	CC(=O)c1cc2c(cc1NC(=O)c1cccc(S(=O)(=O)N3CCN(C)CC3)c1)OCO2

assay / entry	17	18	19	20	21	22	23	24
PvdQ inh	4	-10	-16	-5	-2	1	-8	6
dFosB activator	0	-12	6	-3	-5	0	-1	5
Rtt109 HAT inh	-2	0	-6	-1	4	-1	-4	-3
PfHsp90 yeast 2	-3	12	2	-8	7	9	10	-2
CAL PDZ FP-1	0	-6	2	-1	2	-1	1	-4
MITF TRPM1 HTS	0	6	.	-4	12	.	58	-12
SR-BI DiI inh	.	-5	-9	-15	0	-15	54	1
NSD2 HMT inh	-6	-2	43	.	1	2	-1	-4
SR-BI uptake up	.	5	9	15	0	15	-54	-1
CAL PDZ FP-2	-2.8	-0.1	-1.4	-1.8	-0.3	-1.0	-1.2	-0.1

Full records as entered above.
Record of CC(=O)N/C(=C\c1ccccc1)C(=O)OC/C=C/c1ccccc1 = PvdQ inh: -10; dFosB activator: -12; Rtt109 HAT inh: 0; PfHsp90 yeast 2: 12; CAL PDZ FP-1: -6; MITF TRPM1 HTS: 6; SR-BI DiI inh: -5; NSD2 HMT inh: -2; SR-BI uptake up: 5; CAL PDZ FP-2: -0.1
Record of CC(NC(=O)c1ccco1)c1nc(-c2ccc(Cl)cc2)no1 (stereo unspecified) = PvdQ inh: 4; dFosB activator: 0; Rtt109 HAT inh: -2; PfHsp90 yeast 2: -3; CAL PDZ FP-1: 0; MITF TRPM1 HTS: 0; SR-BI DiI inh: .; NSD2 HMT inh: -6; SR-BI uptake up: .; CAL PDZ FP-2: -2.8

(next part)
25	CCCn1nnnc1SCC(=O)NCc1ccccc1
26	COc1ccc(CN2CCNC(=O)C2CC(=O)NCCc2c[nH]c3ccccc23)c(OC)c1 (stereo unspecified)
27	O=C(CN1C(=O)c2ccccc2S1(=O)=O)c1ccc(F)cc1
28	Cc1ccc(S(=O)(=O)Nc2nc3ccc(S(=O)(=O)N4CCCC4)cc3s2)cc1
29	COC(=O)CSc1nnc(-c2cccc(NC(=O)c3ccc(C)cc3)c2)n1C
30	COC(C(=O)N/N=C(\C)c1ccc(C(C)(C)C)cc1)c1ccccc1 (stereo unspecified)
31	COc1ccc(CNC(=O)c2ccc(NC(=O)C3=CSCCO3)cc2)cc1
32	O=C1C=CC(=O)N1Nc1ccc(Br)cc1

assay / entry	25	26	27	28	29	30	31	32
PvdQ inh	5	-3	-8	-9	-4	-7	11	4
dFosB activator	-2	-6	7	-1	-20	-14	-2	-7
Rtt109 HAT inh	14	-2	-3	-8	5	4	20	1
PfHsp90 yeast 2	11	-19	-5	1	-3	0	-3	-18
CAL PDZ FP-1	-7	-5	.	.	0	.	9	-3
MITF TRPM1 HTS	6	-9	.	5	1	.	13	2
SR-BI DiI inh	-18	27	-9	2	?	-7	-7	15
NSD2 HMT inh	-6	-2	-1	-3	0	3	14	-1
SR-BI uptake up	18	-27	9	-2	-70	7	7	-15
CAL PDZ FP-2	-1.4	-5.7	-0.8	-1.8	-0.7	-0.3	-1.8	0.0

33	C=CCOc1ccc(/C=C2\SC(=S)N(NS(=O)(=O)c3ccccc3)C2=O)cc1
34	c1ccc2cc(CSCc3nc4ccccc4[nH]3)ccc2c1
35	N#CC1=C(N)OC2=C(CCc3ccccc32)C1c1ccccc1 (stereo unspecified)
36	CC(O)[C@H]1CNC(=O)C(=O)N1CCCCC1CCCCC1 (stereo partly specified)
37	CNC(=O)COC(=O)C1CCN(S(=O)(=O)c2ccc3c(c2)OCCO3)CC1
38	O=C(CCN1C(=O)C2CC=CCC2C1=O)Nc1nc(-c2ccc(F)c(F)c2)cs1 (stereo unspecified)
39	Cc1ccc(-c2nnc(N3CCC(C)CC3)c3ccccc23)cc1
40	CCOCCn1ccc2c(OCC(=O)Nc3ccccc3OC)cccc2c1=O

assay / entry	33	34	35	36	37	38	39	40
PvdQ inh	3	-6	-13	-3	1	9	1	-4
dFosB activator	-4	2	-2	7	-9	-21	-3	-23
Rtt109 HAT inh	.	3	-6	-4	-8	-4	-5	1
PfHsp90 yeast 2	-18	29	-11	29	-9	29	7	.
CAL PDZ FP-1	-7	-2	-5	-5	.	1	.	-5
MITF TRPM1 HTS	-5	-11	4	9	5	17	4	-1
SR-BI DiI inh	-24	-23	-5	9	7	20	66	-12
NSD2 HMT inh	43	-3	-3	.	-6	.	-2	1
SR-BI uptake up	24	23	5	-9	-7	-20	-66	12
CAL PDZ FP-2	-8.3	-1.3	-0.2	0.5	1.0	-0.8	-1.3	-4.2

41	Cc1ccc(Oc2ccc(/C=N/O)cn2)cc1
42	Cc1nn(S(=O)(=O)c2cccc([N+](=O)[O-])c2)c(C)c1S(=O)(=O)N1CCOCC1
43	COc1cc(C=C(C(C)=O)C(C)=O)ccc1O
44	COc1cccc(C(=O)OCc2cc(=O)oc3c(C)c(C)ccc23)c1OC
45	CN(CC(=O)Nc1cccc(F)c1)C(=O)CCN1C(=O)C2CC=CCC2C1=O (stereo unspecified)
46	O=C(NCc1ccc(F)cc1)C(=O)NCC1OCCN1S(=O)(=O)c1ccc2c(c1)OCCO2 (stereo unspecified)
47	CC1Oc2ccccc2N(Cc2cccnc2)C1=O (stereo unspecified)
48	CCOC(=O)N1CCN(Cc2nc(C3CC3)no2)CC1
49	CC(C)(C)OC(=O)N1CCC(C(=O)Nc2cccc(C(=O)N3CCCCC3)c2)CC1
50	CCN1CCN(CCCNC(=O)Cn2nc(C)n3nc(-c4ccccc4)cc3c2=O)CC1

assay / entry	41	42	43	44	45	46	47	48	49	50
PvdQ inh	-13	-18	1	-7	5	-8	-6	11	-11	5
dFosB activator	-5	10	-12	1	2	-10	-3	-4	0	-12
Rtt109 HAT inh	-3	-7	16	-4	6	-1	-5	-9	-1	-2
PfHsp90 yeast 2	19	22	-2	-8	12	-9	12	-10	-18	-18
CAL PDZ FP-1	-4	-3	-2	0	.	-4	.	-4	-3	2
MITF TRPM1 HTS	.	-6	4	1	-7	-4	7	-6	-16	2
SR-BI DiI inh	-11	0	-22	0	-15	8	11	-14	3	-9
NSD2 HMT inh	-3	-3	-1	-1	-3	.	22	3	.	7
SR-BI uptake up	11	0	22	0	15	-8	-11	14	-3	9
CAL PDZ FP-2	0.2	-3.1	-2.2	-1.7	-0.5	-0.5	-2.7	-1.0	-0.9	-0.1

Source: PubChem (Broad Institute)

No enrichment for hits; 4.3% or so of the library scored in one or more.
